High-throughput results (PubChem)
CHX counter = Cycloheximide Counterscreen for Small Molecule Inhibitors of Shiga Toxin; AID 2314, 2010; 300,000 tested, 12% active; cell reporter, cycloheximide protein synthesis inhibition counterscreen; max response, %; in the data active means max response mostly above about 13%, no sharp cut-off; inactive means mostly below about 14%; further: read at 38.3 µM for the half of the compounds with a filed dose; 0% is about no effect
Tb PYK inh = qHTS of Trypanosoma Brucei Inhibitors. 410,000 tested, 0.12% active. Potency, µM (top dose mostly 76.8 µM), without a hit: at the highest dose activity, negative = inhibition, actives largely listed as inhibitors. TbPYK enzyme, Kinase-Glo Plus ATP luminescence, 45 min; further: potency means the concentration at half of the fitted maximal effect; on the % scale 0 is the no-effect control and ±100 the full control effect; nearly all actives have a fitted effect of over 50% in size
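ADP (130 uM final) triggers the TbPYK reaction after compound addition; incubation is 45 min at room temperature. Kinase-Glo Plus is then added and luminescence imaged. Normalized data are fitted to concentration-effect curves.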
LmPK inh = qHTS Assay for Inhibitors of Leishmania Mexicana Pyruvate Kinase (LmPK) | purified LmPK, Kinase-Glo ATP luminescence, 1 h | AID 1721, 2009 | Potency, µM (titrated, usually from 57.5 µM), for inactives: top-dose activity change, negative = inhibition, actives largely listed as inhibitors | Q27686 | 290,000 tested, 0.37% active; further: potency means the concentration at half of the fitted maximal effect; on the % scale 0 is the no-effect control and ±100 the full control effect
Target sequence (Q27686 whole entry, looked up): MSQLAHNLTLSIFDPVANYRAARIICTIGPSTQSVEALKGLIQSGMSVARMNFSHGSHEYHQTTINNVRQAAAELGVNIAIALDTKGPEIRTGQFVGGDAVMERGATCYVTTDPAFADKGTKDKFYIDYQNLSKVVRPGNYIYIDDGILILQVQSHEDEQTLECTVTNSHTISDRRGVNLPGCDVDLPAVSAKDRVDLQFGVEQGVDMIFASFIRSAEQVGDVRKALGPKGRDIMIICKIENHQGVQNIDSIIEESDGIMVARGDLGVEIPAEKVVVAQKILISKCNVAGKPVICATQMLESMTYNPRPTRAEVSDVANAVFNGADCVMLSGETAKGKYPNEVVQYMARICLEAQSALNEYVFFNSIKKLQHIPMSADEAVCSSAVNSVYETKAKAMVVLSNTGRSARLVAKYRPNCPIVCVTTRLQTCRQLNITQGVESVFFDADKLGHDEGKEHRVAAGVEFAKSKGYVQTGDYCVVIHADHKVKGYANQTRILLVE
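qHTS format; LmPK 0.1 nM; substrates PEP 0.5 mM and ADP 0.1 mM. One-hour room-temperature incubation, then coupled luciferase luminescence; 0.5 nM enzyme wells mark activation.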
AmpC inh no detg = qHTS Inhibitors of AmpC Beta-Lactamase (assay without detergent). 330,000 tested, 0.52% active. Potency, µM (series often up to 57.1 µM), inactives show at the top dose activity change, negative = inhibition, most hits filed as inhibitors. AmpC nitrocefin hydrolysis, absorbance 480 nm, 0.0001% Triton. P00811;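 further: potency means the concentration at half of the fitted maximal effect; plate controls were no compound for no effect and no enzyme for full effect; nearly all actives have a fitted effect of over 20% in size; some results filed as inactive show a strong effect at the top dose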
Target sequence (P00811 whole entry, looked up): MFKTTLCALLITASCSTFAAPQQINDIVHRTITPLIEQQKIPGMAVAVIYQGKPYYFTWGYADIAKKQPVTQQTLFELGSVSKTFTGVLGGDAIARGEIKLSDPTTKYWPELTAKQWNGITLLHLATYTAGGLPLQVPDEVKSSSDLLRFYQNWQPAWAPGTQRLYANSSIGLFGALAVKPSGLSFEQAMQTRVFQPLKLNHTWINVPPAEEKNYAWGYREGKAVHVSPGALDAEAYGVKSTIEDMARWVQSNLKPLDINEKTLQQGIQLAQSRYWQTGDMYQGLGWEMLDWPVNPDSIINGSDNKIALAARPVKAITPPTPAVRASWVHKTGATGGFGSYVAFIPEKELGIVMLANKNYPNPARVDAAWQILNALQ
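AmpC (5.3 nM in the dispensed reagent) in 20 mM phosphate pH 7.0 with 0.01% (detergent screen) or 0.0001% Triton X-100 was preincubated with compounds for 15 min at room temperature. Nitrocefin was then added from an 800 uM solution, and hydrolysis was followed at 480 nm.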
Pf growth 96h = Primary qHTS for delayed death inhibitors of the malarial parasite plastid, 96 hour incubation; AID 504834, 2011; 320,000 tested, 6.9% active; P. falciparum luciferase reporter growth, 96 h; Potency, µM (series often up to 28.7 µM), for inactives: top-dose activity change, negative = inhibition, usual class: inhibitors; further: potency means the concentration at half of the fitted maximal effect; on the % scale 0 is the no-effect control and ±100 the full control effect
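Two parasite generations (96 h, 37 C, 5% CO2) of compound exposure in infected erythrocytes (0.05% parasitemia, 2% hematocrit). Luciferase-reporter P. falciparum; decreased luminescence indicates inhibited growth, aimed at apicoplast-acting delayed death.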
Shiga toxin inh = A qHTS for Small Molecule Inhibitors of Shiga Toxin; Vero cells, Shiga toxin protein synthesis inhibition reporter; inhibition, % at 38.7 µM; 290,000 tested, 9.2% active; AID 2315, 2010; in the data active means inhibition mostly above about 28%, no sharp cut-off; inactive means mostly below about 43%; further: 0% is about no effect
Pf growth 48h = Primary qHTS for delayed death inhibitors of the malarial parasite plastid, 48 hour incubation; P. falciparum luciferase growth in erythrocytes, 48 h; Potency, µM (series often up to 28.7 µM), for inactives: at the highest dose activity change, negative = inhibition, most hits filed as inhibitors; 310,000 tested, 5.9% active; AID 504832, 2011; further: potency means the concentration at half of the fitted maximal effect; on the % scale 0 is the no-effect control and ±100 the full control effect
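Firefly luciferase activity from engineered P. falciparum reports growth; inhibitors lower the luminescent signal. Cultures contained 2% hematocrit erythrocytes at 0.1% final parasitemia.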
* hit, by the source's call; i = inactive; ? = inconclusive; nt = not tested or not shown; [ ] = another dose, or the depositor's remark. Unless noted, the call rests on the fitted dose curve; in most records, active means well fitted curve in the direction sought with a large enough effect; inconclusive means small, poorly fitted or top-dose-only effect, or another doubt; inactive means no such curve, though single readings can be large; an effect the other way counts as inactive or inconclusive.

Every second line gives: CHX counter | Tb PYK inh | LmPK inh | AmpC inh no detg | Pf growth 96h | Shiga toxin inh | Pf growth 48h
> COc1ccc(CCCc2nnc(SCC(=O)Nc3nccs3)n2C)cc1C
 : -3 | 0% | 3% | -8% | nt | 2 | ?
> COc1ccc(CNC(=O)CCC(=O)N2C[C@H]3C[C@H](C2)c2cccc(=O)n2C3)cc1OC
 : -2 | 2% | -1% | -14% | -5% | -5 | 50%[activator]
> Cc1cc(C(=O)CCC(=O)Nc2ncccc2O)c(C)s1
 : nt | -3% | nt | -22% | 51%[activator] | nt | 26%
> O=C(CCc1ccccc1)NC(=S)NCc1ccco1
 : 21 | -7% | 4% | -36% | -15% | 32 | -12%
> COc1ccc(CCNC(=O)c2c(C)nn(CC(C)C)c2Cl)cc1OC
 : -2 | 8% | -20% | -11% | -9% | -7 | 24%
> CCc1ccccc1NC(=O)CN(C)C(=O)COC(=O)c1c(Cl)cccc1Cl
 : nt | -3% | nt | 16% | ? | nt | ?
> CCN(CC)c1cc(Oc2ccccc2)ncn1
 : 19* | 0% | -5% | -6% | nt | 73* | 27%
> O=c1[nH]c2ccc(NC(=S)Nc3ccccc3Cl)cc2[nH]1
 : 0 | -1% | 2% | -26% | 5% | 20 | nt
> CCOC(=O)c1ccc(NC(=O)Cn2cnc3cc(C)c(C)cc32)cc1
 : 6 | 1% | 0% | -10% | ? | 3 | 102%[activator]
> Clc1ccccc1CN(Cc1ccccc1)C(c1cccs1)c1nnnn1C1CCCC1 (stereo not given)
 : 7 | -1% | -1% | nt | ? | -1 | ?
> O=C(N/C(=C\c1ccco1)C(=O)N1CCOCC1)c1ccccc1Cl
 : -5 | -4% | 3% | -2% | ? | -16 | 10%
> COc1ccc(NC(=O)CSc2nc(C(C)C)nc3c2c(=O)n(C)c(=O)n3C)c(OC)c1
 : -1 | -8% | -2% | -11% | 6% | -1 | -2%
> O=C(COc1ccc(Cl)cc1)OCCNC12CC3CC(CC(C3)C1)C2
 : nt | -9% | nt | nt | -24% | nt | -11%
> CC(=O)C1=C(O)C(=O)N(c2ccc(O)cc2)C1c1ccccc1Cl (stereo not given)
 : -4 | -10% | 4% | -14% | ? | -4 | 8%
> Cc1ccc2c(=O)c(CN3CCCCCC3)c(C)[nH]c2c1C
 : -1 | -2% | -2% | -10% | ? | -8 | 0%
> Cc1cc(=O)oc2cc(OC(C)C(=O)NCCCn3ccnc3)ccc12 (stereo not given)
 : -3 | -1% | 0% | -2% | 9% | -4 | 1%
> C[C@H](NC(=O)C1CCN(C(=O)[C@H](Cc2ccccc2)NC(=O)OC(C)(C)C)CC1)C(=O)O
 : 1 | 0% | -1% | -4% | 14% | -13 | -13%[0.00184 µM]
> Nc1ccc(Oc2ccccc2F)nc1
 : 0 | 0% | 12% | 9% | ? | 33 | -29%
> COc1ccc(CN(C)C(=O)c2cc(S(=O)(=O)N3CCOCC3)ccc2N2CCCC2)cc1
 : nt | 1% | nt | 101%[activator] | ? | nt | 9.3µM*
> CCOC(=O)N1CCC(N2Cc3cccc(C(=O)Nc4cc(F)ccc4F)c3C2=O)CC1
 : -7 | 6% | 9% | -5% | -3% | -16 | nt

Three compounds from above, sorted by SMILES length, ascending:
Every second line gives: CHX counter | Tb PYK inh | LmPK inh | AmpC inh no detg | Pf growth 96h | Shiga toxin inh | Pf growth 48h
> O=c1[nH]c2ccc(NC(=S)Nc3ccccc3Cl)cc2[nH]1
 : 0 | -1% | 2% | -26% | 5% | 20 | nt
> O=C(N/C(=C\c1ccco1)C(=O)N1CCOCC1)c1ccccc1Cl
 : -5 | -4% | 3% | -2% | ? | -16 | 10%
> CCc1ccccc1NC(=O)CN(C)C(=O)COC(=O)c1c(Cl)cccc1Cl
 : nt | -3% | nt | 16% | ? | nt | ?

Carrying on:
Every second line gives: CHX counter | Tb PYK inh | LmPK inh | AmpC inh no detg | Pf growth 96h | Shiga toxin inh | Pf growth 48h
> Cn1ncc([N+](=O)[O-])c1C(=O)Nc1ccccc1C(=O)O
 : -3 | -6% | 3% | -4% | ? | nt | 1%
> Cc1cc2cc(CNC(=S)Nc3ccc(OC(F)(F)F)cc3)ccc2[nH]1
 : -4 | 1% | 3% | -30% | 3% | -11 | 1%
> CCCCCN(C(=O)CCC(=O)OCC(=O)N1CCCCC1)c1c(N)n(CCCC)c(=O)[nH]c1=O
 : -1 | -4% | -6% | 53% | -3% | -16 | 2%
> COc1ccc(NC(=O)c2sc3ncn(CC(=O)N4CCN(c5ccccn5)CC4)c(=O)c3c2C)c(OC)c1
 : -2 | -8% | -1% | -14% | 24% | -15 | 1%
> CCCN1C(=O)/C(=C/c2cc(C)n(C)c2C)SC1=Nc1ccc(OCC)cc1
 : -4 | -9% | 5% | -5% | 27% | 6 | ?
> C=CCc1cccc2cc(C(=O)NNC(=O)c3ccncc3)c(=O)oc12
 : -1 | 1% | 2% | 15% | -15% | -7 | 26%
> COc1ccccc1-n1c(Cc2ccccc2)nc2ccccc2c1=O
 : 2 | 2% | -5% | 3% | nt | -21 | ?
> O=[N+]([O-])c1ccccc1S(=O)(=O)N1CCN(C2CCCC2)CC1
 : -1 | 2% | -3% | 11% | ? | -11 | 0%
> COc1cccc(C(C(=O)NC2CCCCC2)N(CC2CCCO2)C(=O)CNC(=O)c2ccco2)c1 (stereo not given)
 : -2 | 1% | 0% | 14% | 473%[activator] | -4 | ?
> COc1ccc(/C=N/NC(=O)C(N)=O)c(OC)c1OC
 : -3 | 2% | -2% | -20% | 1% | 2 | 2%
> Cc1c(C(N)=O)sc2ncn(CCOc3ccccc3)c(=O)c12
 : 18* | 7% | 6% | -25% | 19% | 60 | 21%
> CC(C)Cc1ccc(C(C)C(=O)Nc2ccc(O)cc2)cc1 (stereo not given)
 : 10 | -8% | -2% | -38% | -5% | -8 | ?
> Cc1cccc(-n2c(-c3ccco3)n[nH]c2=S)c1
 : -3 | ? | 18µM* | -21% | 1% | 2 | 7%
> C=CCn1c(SCC(=O)Nc2ccc3c(c2)CCC3)nnc1-c1cccs1
 : 16 | -4% | -16% | -20% | ? | -18 | 0%
> Cc1ccc2c(c1)N(C(=O)CCC(=O)N1CCc3ccccc3C1)CCO2
 : 14 | 1% | 13% | 62%[activator] | ? | 2 | -8%
> CC(C)Nc1nc(NC(C)C)nc(N(C)N)n1
 : 8 | 2% | 5% | -35% | 3.7µM* | -9 | nt
> Cc1ccc(S(=O)(=O)N(C)CC(=O)N2CCN(Cc3ccccc3)CC2)cc1
 : 11 | 1% | 0% | 154%[activator] | -8% | 14 | -3%
> CC(C)(Oc1ccc(Cl)cc1)C(=O)O/N=C(\N)c1ccncc1
 : 2 | -8% | -1% | 20% | 127%[activator] | -6 | ?
> Cc1ccc(C=Nc2ccccc2C(N)=O)o1
 : 61* | 13% | -23% | 0% | 202%[activator] | 61* | 155%[activator]
> COc1ccc(CNC(=O)c2c(C)nc3ccccn23)cc1
 : 5 | 3% | -4% | -6% | ? | 18 | -11%

Continued.
Molecule | CHX counter | Tb PYK inh | LmPK inh | AmpC inh no detg | Pf growth 96h | Shiga toxin inh | Pf growth 48h
O=C(Nc1ccccc1Cl)N1CCN(C/C=C/c2ccccc2)CC1 | -5 | 1% | 1% | 64%[activator] | ? | -4 | 16%
CN1CCC(=O)N([C@H](CO)Cc2ccccc2)CC1 | 1 | -1% | -1% | 0% | 20% | -5 | ?
COc1ccc(C)cc1S(=O)(=O)N1CCN(S(=O)(=O)c2cc(C(=O)O)ccc2C)CC1 | 1 | -3% | -3% | -14% | ? | -2 | -30%
Cc1nc2cc(-c3ccccc3)nn2c(C)c1CCC(=O)NCc1ccco1 | 39* | 0% | 4% | 145%[activator] | ? | 68* | nt
Cc1cc(C(C)(C)C)n2nc(C)c(-c3ccccc3)c2n1 | -3 | -6% | -2% | -10% | -6% | -5 | 6%[0.00184 µM]
CC(=O)c1ccc(NC(=O)CN2CCOCC2)cc1 | -2 | -5% | -5% | -5% | 13µM* | -1 | 17%
O=S(=O)(c1ccccc1)N1CCN(c2ncnc3sc(-c4ccccc4)cc23)CC1 | -3 | 7% | 2% | -12% | ? | -4 | 11%
C/C=C\C=C/C(=O)Nc1cccc(C2=NOC3(C2)C[C@@H](C(N)=O)N(C(=O)/C=C/C=C\C)C3)c1 (stereo not given in full) | 2 | ? | 1% | 103%[activator] | ? | -11 | 99%[activator]
COC(=O)c1ccccc1NC(=O)C1CCN(C(=O)c2ccc(OC)cc2)CC1 | -3 | -4% | 3% | 48% | 12µM* | -20 | 0%
Cc1ccc2nc(CNC(=O)C3CCC(=O)N(Cc4ccccc4F)C3)cn2c1 (stereo not given) | -1 | -2% | -12% | 15% | -4% | -4 | -8%
O=c1c(C(c2ccc(F)cc2)c2c(O)nc3n(c2=O)CCS3)c(O)nc2n1CCS2 | 1 | -10% | 7% | ? | 17% | 11 | 18%
COc1ccc(COc2ccc3c(C)cc(=O)oc3c2)cc1 | 67* | 3% | -8% | -7% | ? | 134* | 210%[activator]
Cc1ccc(S(=O)(=O)N2CCN(Cc3cc(=O)n4ccccc4n3)CC2)cc1C | nt | 0% | nt | 0% | ? | nt | 12%
C[C@@H]1C(c2ccccc2)=NN(c2ccccc2)[C@H]1C(=O)N1CCOC1=O | 6 | 6% | nt | 20% | nt | i | nt
O=C(NCc1cccs1)C1CCN(S(=O)(=O)c2ccc(Br)s2)CC1 | 5 | -2% | 2% | -15% | 20% | -22 | nt
N#Cc1cccc(NC(=O)C2CCCN(C(=O)c3ccc(Cl)cc3)C2)c1 (stereo not given) | nt | -4% | nt | -33% | 9.3µM* | nt | 9.3µM*
CCOc1ccccc1N(C)C(=O)Cn1ncc2c([nH]c3ccc(C)cc32)c1=O | -3 | -1% | 2% | 94%[activator] | ? | 18 | -15%
Cc1nc2c([nH]1)C1(CCN(Cc3ccccc3)CC1)C(C#N)=C(N)O2 | 10 | 0% | 0% | -10% | -3% | 15 | -15%

A second format for 4 compounds above.
> Cc1cc(C(C)(C)C)n2nc(C)c(-c3ccccc3)c2n1
  CHX counter = -3 | Tb PYK inh = -6% | LmPK inh = -2% | AmpC inh no detg = -10% | Pf growth 96h = -6% | Shiga toxin inh = -5 | Pf growth 48h = 6%[0.00184 µM]
> CC(=O)c1ccc(NC(=O)CN2CCOCC2)cc1
  CHX counter = -2 | Tb PYK inh = -5% | LmPK inh = -5% | AmpC inh no detg = -5% | Pf growth 96h = 13µM* | Shiga toxin inh = -1 | Pf growth 48h = 17%
> O=S(=O)(c1ccccc1)N1CCN(c2ncnc3sc(-c4ccccc4)cc23)CC1
  CHX counter = -3 | Tb PYK inh = 7% | LmPK inh = 2% | AmpC inh no detg = -12% | Pf growth 96h = ? | Shiga toxin inh = -4 | Pf growth 48h = 11%
> C/C=C\C=C/C(=O)Nc1cccc(C2=NOC3(C2)C[C@@H](C(N)=O)N(C(=O)/C=C/C=C\C)C3)c1 (stereo not given in full)
  CHX counter = 2 | Tb PYK inh = ? | LmPK inh = 1% | AmpC inh no detg = 103%[activator] | Pf growth 96h = ? | Shiga toxin inh = -11 | Pf growth 48h = 99%[activator]
